ER stress surv: protection against thapsigargin ER stress killing – CSM14.1 cells, ATP luminescence, primary screen; CSM14.1 thapsigargin ER stress survival; relative survival (cellular ATP), % at 15 µg/mL (by protocol); hit rate 0.33% among 48,000; AID 1010, 2008;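 active means survival measured by cellular ATP above 50% at 15 µg/ml in the first screen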;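 further: cell death triggered by about 15 µM thapsigargin; ATP read 24 h after thapsigargin was added; plate controls were thapsigargin with DMSO for no effect and DMSO without thapsigargin for full effect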
The depositor's hits bear a star. Only part of the results is shown. The share of hits here may be higher or lower than overall.

SMILES	ER stress surv
Cc1ccc(/C=C/C(=O)Nc2ccc3c(c2)OCO3)cc1	-2.4
CC(=O)Nc1ccc(NS(=O)(=O)c2cccc3c2C(=O)c2ccccc2C3=O)cc1	8.5
CCOc1cc(/C=C2\C(=O)NC(=O)N(c3cc(C)cc(C)c3)C2=O)ccc1OCC(=O)O	-8.0
Cc1nn(-c2ccccc2)c(N2CCCCC2)c1/C=N/O	10.5
Cc1ccccc1C(=O)Nc1sc2c(c1C(=O)N1CCN(C)CC1)CCCC2	2.0
Cc1cc(C)cc(NC(=O)c2ccccc2Cl)c1	-0.1
CC(=O)Nc1ccc(NC(=O)c2cc3cc([N+](=O)[O-])ccc3oc2=O)cc1	10.8
Cc1ccc(N2CC(C(=O)Nc3cccc(C)n3)CC2=O)cc1 (stereo not drawn)	10.1
Cc1ccc(-n2nc3ccc(NC(=O)c4ccco4)cc3n2)cc1Cl	29.6
CC(C)(C)c1ccccc1OCC(=O)Nc1cccc(Cl)c1	10.2
Cc1ccccc1N/C=C/C(=O)c1ccc(Cl)cc1	0.3
c1ccc(-c2cnc(-c3cccnc3)o2)cc1	-2.8

An excerpt of these results, in CSV form:
Compound,ER stress surv
Cc1cc(C)cc(NC(=O)c2ccccc2Cl)c1,-0.1
CC(=O)Nc1ccc(NC(=O)c2cc3cc([N+](=O)[O-])ccc3oc2=O)cc1,10.8
Cc1ccc(N2CC(C(=O)Nc3cccc(C)n3)CC2=O)cc1 (stereo not drawn),10.1
Cc1ccc(-n2nc3ccc(NC(=O)c4ccco4)cc3n2)cc1Cl,29.6
CC(C)(C)c1ccccc1OCC(=O)Nc1cccc(Cl)c1,10.2
Cc1ccccc1N/C=C/C(=O)c1ccc(Cl)cc1,0.3
c1ccc(-c2cnc(-c3cccnc3)o2)cc1,-2.8

Remaining list, next part
SMILES	ER stress surv
CCC1(C)CC(CCNCc2ccc(F)cc2)(c2ccccc2OC)CCO1 (stereo not drawn)	-8.2
CCOc1cc(C(=S)N2CCC(C)CC2)ccc1O	3.1
COC(=O)CN(c1ccccc1OC)S(=O)(=O)c1ccccc1	7.2
Cc1cccc(NC(=O)CCC(=O)NCCO)c1	4.0
O=C(NN1C(=O)/C(=C/c2ccc(O)c(O)c2)SC1=S)c1ccccc1Br	8.7
COc1ccc(C2/C(=C(\O)c3ccc(Cl)cc3)C(=O)C(=O)N2CCCCCC(=O)O)c(OC)c1 (stereo not drawn)	6.7
COc1ccc(NC(=O)C2(C)CC3c4ccccc4C2c2ccccc23)cc1 (stereo not drawn)	4.0
CCC1CCCCN1CCCOc1ccc(Br)cc1 (stereo not drawn)	-2.0
COc1ccc2oc(=O)c(-c3ccc([N+](=O)[O-])cc3)cc2c1	1.9
CS(=O)(=O)N(CC(=O)N1CCOCC1)c1cc(Cl)cc(Cl)c1	-0.3
O=C1OC(c2ccc(Br)cc2)=C/C1=C\C=C\c1ccccc1	3.2
CN(C)CCCOC(=O)c1ccccc1	0.0
Cc1cc(C)cc(OCC(=O)NNC(=O)CN2C(=O)c3ccccc3C2=O)c1	6.8
COc1ccccc1CNC(=O)CC(c1ccccc1)c1ccccc1	8.0
Cc1cc(C(C)(C)C)cc(C(C)(C)C)c1NC(=O)Cc1ccccc1	5.1
CCOc1ccccc1N1C(=O)NC(=O)/C(=C/C=C/c2ccco2)C1=O	0.0
Cc1cccc(C(=O)Nc2ccc(I)cc2Cl)c1	0.9
N#CC1CC(c2ccccc2)=NN1c1ccccc1 (stereo not drawn)	1.4
COc1cc(C(=O)NC(NC(=S)Nc2ccc(Cl)c(Cl)c2)C(Cl)(Cl)Cl)cc(OC)c1OC (stereo not drawn)	-1.8
O=C(CSc1ccc2ccccc2n1)N/N=C/c1ccc(Br)cc1	0.6
O=C(/C=C/Nc1ccccc1C(F)(F)F)c1ccc(Br)cc1	11.2
CP(C)(=O)CCP(=O)(c1ccccc1)c1ccccc1	15.2
CCCCCCC(=O)Nc1nnc(CC(C)C)s1	7.0
CC(C)Oc1ccc(Cc2n[nH]c(=S)n2-c2ccccc2)cc1	-2.7
COc1ccc(C2C3=C(CC(C)(C)CC3=O)NC3=C2C(=O)CC(C)(C)C3)cc1Br	2.0
COc1cc(C2C(C(=O)Nc3ccccc3C)=C(C)NC3=C2C(=O)CCC3)cc(OC)c1OC (stereo not drawn)	1.9
O=C(CC1CCCCC1)Nc1ccccc1	3.0
Cc1ccccc1NS(=O)(=O)c1cccc(C(=O)Nc2ccc(Cl)cc2)c1	9.7
CC(=O)NC12CC3(C)CC(C)(CC(O)(C3)C1)C2	13.2
COc1cc(OC)cc(C(=O)Nc2ccc(OC)c3ccccc23)c1	4.7
COc1cc(Nc2cc(C)c(C#N)c3nc4ccccc4n23)cc(OC)c1OC	-2.5
N#C/C(=C/c1cc2c(cc1[N+](=O)[O-])OCO2)C(=O)Nc1ccc(F)cc1	7.3
O=C(O)CCCC(=O)Nc1cccc(C(=O)O)c1	-5.0
N#Cc1c(Nc2ccccc2)ccn(CC(=O)c2ccccc2)c1=O	3.0
CCOC(=O)c1ccc(N2NC(=O)/C(=C/c3cccc(Br)c3)C2=O)cc1	15.1
O=S(=O)(c1ccc(F)cc1)n1nnc2ccccc21	3.0
CCOc1cccc(N2C(=O)CC(N3CCC(C(N)=O)(N4CCCCC4)CC3)C2=O)c1 (stereo not drawn)	-1.2
COc1ccc(N2C(=O)NC(=O)/C(=C/c3ccc(OCCOc4ccccc4)cc3)C2=O)cc1	24.6
N#C/C(=C\c1ccc(-c2ccccc2)o1)C(=O)Nc1cccc2cccnc12	5.6
C/C(CCc1oc2c(Br)cc(Br)cc2c1-c1ccc(C)o1)=N\O	5.3
CC(C)C(=O)Nc1ccccc1C(=O)Nc1ccc(C(=O)O)cc1	3.6
O=C1C(=O)N(c2nncs2)C(c2cccc(Br)c2)/C1=C(\O)c1ccc(F)cc1 (stereo not drawn)	0.1
COc1ccc(C)cc1NC(=O)c1ccc(OC)c([N+](=O)[O-])c1	5.1
COc1ccc(N(CC(=O)NC(C)(C)C)S(C)(=O)=O)cc1	9.3
NC(=O)CSc1cccc2cccnc12	7.0
Cc1ccc(N=Cc2cccc(O)c2O)cc1I	-1.3
CC(C)Oc1ccccc1NC(=O)CSc1nc2ccccc2n1C	12.5
Cc1ccc(OCC(=O)Nc2cccc(Cl)c2C)c(Br)c1	10.1

Brought forward from above: 5 compounds, followed by the next part.
SMILES	ER stress surv
COc1ccc(N(CC(=O)NC(C)(C)C)S(C)(=O)=O)cc1	9.3
NC(=O)CSc1cccc2cccnc12	7.0
Cc1ccc(N=Cc2cccc(O)c2O)cc1I	-1.3
CC(C)Oc1ccccc1NC(=O)CSc1nc2ccccc2n1C	12.5
Cc1ccc(OCC(=O)Nc2cccc(Cl)c2C)c(Br)c1	10.1
O=C(CSc1nc2ccccc2s1)Nc1ncccn1	-0.9
CC(C)COc1ccc(C(=O)Nc2ccc(-c3nc4ncccc4o3)cc2)cc1	4.2
O=C1NC(=O)N(c2ccccc2)C(=O)/C1=C\c1ccc(Br)o1	6.9
COc1ccc(S(=O)(=O)NCC2CCCO2)cc1C(=O)O (stereo not drawn)	-1.5
C/C(=N/NC(=O)c1cc(-c2ccc3ccccc3c2)n[nH]1)c1ccc([N+](=O)[O-])cc1	0.7
Cc1ccccc1-c1nc2ccccc2o1	2.6
CCC(C)c1c(O)nc(SCC(=O)N2CCOCC2)[nH]c1=O (stereo not drawn)	2.2
Cc1cccc(N2C(=O)C(=O)/C(=C(\O)c3ccccc3)C2c2cccc(F)c2)c1 (stereo not drawn)	11.1
O=C(N/N=C/c1cccc(Cl)c1Cl)c1ccc(Cl)c(Cl)c1	3.3
CSC1=NC(C)(C)CC12C=CC(=O)C=C2	-0.9
Cc1ccccc1C(=O)Nc1ccc(Oc2ccc(NC(=O)c3ccccc3C)cc2)cc1	15.4
O=C1c2ccc(Oc3ccc([N+](=O)[O-])cc3)cc2C(=O)N1c1cccc(-c2nc3ccccc3o2)c1	13.3
Cc1ccc(C(=O)Nc2cccc(F)c2)cc1S(=O)(=O)N1CCOCC1	1.6
O=C(Nc1cccc(NC(=S)NC(=O)c2ccco2)c1)c1cccc(Cl)c1	5.9
CCC(=O)c1ccc(OC(=O)c2cccc(C)c2)cc1	1.6
Cc1ccc(C2CC(C(F)(F)F)n3nc(C(=O)Nc4ccc(OC(F)(F)F)cc4)cc3N2)cc1 (stereo not drawn)	7.2
CCCCNC(=O)/C(=C/c1ccc(OC)cc1)NC(=O)c1ccc([N+](=O)[O-])cc1	0.7
O=C(c1ccco1)N1CCN(C/C=C/c2ccccc2)CC1	4.2
COC(=O)c1sccc1NC(=O)c1ccc(OCC(C)C)cc1	1.2
Cc1ccc(S(=O)(=O)N(CC(=O)N2CCOCC2)c2ccccc2F)cc1	-0.7
COc1ccc2c(c1)CC/C2=N/OC(=O)c1ccc(OC)c(OC)c1	6.4
CCOc1ccc(C(=O)Nc2cccc(S(N)(=O)=O)c2)cc1Br	4.5
COc1cc(/C=C2/C(=O)NN(c3ccc(C)cc3)C2=O)cc(Br)c1O	2.9
CC1=C(C(=O)OCC(Cl)(Cl)Cl)C(c2ccc(Cl)cc2)NC(=O)N1 (stereo not drawn)	7.0
CCOC(=O)c1c(NC(=O)C23CC4CC(CC(C4)C2)C3)sc(C(C)=O)c1C	14.3
O=C1/C(=C\c2ccc(O)cc2O)SC(=S)N1c1ccccc1	1.5
CS(=O)(=O)N(CC(=O)Nc1cccnc1)c1ccc(Oc2ccccc2)cc1	9.0
Cc1nnsc1C(=O)NC(C)C12CC3CC(CC(C3)C1)C2 (stereo not drawn)	6.8
COC(=O)C1=C(C)N(c2ccccc2F)C(=O)/C1=C\c1sccc1C	-1.8
O=C1C2C(C(=O)N1c1nccs1)C1C=CC2C12CC2 (stereo not drawn)	-2.4
O=C(Nc1c(C(=O)N2CCCCC2)cnn1-c1ccccc1)c1ccc(Br)cc1	-0.7
Cc1ccc(S(=O)(=O)N(Cc2ccccc2)Cc2ccccc2)cc1	7.4
COc1cc(NC(=O)COc2ccccc2)cc(OC)c1	4.9
COc1ccc(OC)c(-n2c(O)c(C=Nc3cccc(C)c3)c(=O)[nH]c2=O)c1	5.2
S=C(SC1OCCOC1SC(=S)N1CCOCC1)N1CCOCC1 (stereo not drawn)	1.6
O=C(O)c1ccc(NC(=O)c2ccc(Cl)c([N+](=O)[O-])c2)cc1	6.4
COc1cc(C2NC(C(=O)O)CS2)cc(I)c1OCc1ccccc1 (stereo not drawn)	6.4
O=C(CCN1C(=O)c2cccc([N+](=O)[O-])c2C1=O)Nc1ccc(Cl)cc1	2.3
CNC(=O)OCCc1ccc(-c2ccccc2)o1	-4.8
Cc1c(-c2ccc(Cl)cc2)[n+](=O)c2c(n1[O-])CCC2	-5.4
O=C1NN(c2cccc(Cl)c2)C(=O)/C1=C\c1ccc(O)cc1	-1.5
O=C1C(C=NCc2ccc3c(c2)OCO3)=C(O)c2ccccc21	1.4
O=C1c2ccc(S(=O)(=O)c3ccc4c(c3)C(=O)N(CCCO)C4=O)cc2C(=O)N1CCCO	16.2
Cc1c(C#N)c(N)c(C(=O)c2ccccc2)n1-c1ccccc1	0.5
CCCCCC(=O)N/N=C/c1cccnc1	9.3
COc1ccc(S(=O)(=O)N(CC(=O)NCc2ccc(C)cc2)Cc2ccccc2)cc1OC	7.3
C=CCNC(=O)CN(c1ccc(OCC)cc1)S(=O)(=O)c1ccc(SC)cc1	2.9
O=C1c2cccc([N+](=O)[O-])c2C(=O)N1c1ccncc1	-5.6
C=CCc1cccc2cc(C(=O)Nc3ccc(Cl)c(Cl)c3)c(=O)oc12	8.8
CCOc1ccc(C2/C(=C(\O)c3ccc(Cl)cc3)C(=O)C(=O)N2c2cccnc2)cc1 (stereo not drawn)	12.3
Cc1cccc(C)c1NC(=O)C1COc2ccccc2O1 (stereo not drawn)	8.9
COc1ccc(OC)c(NC2=NC3(CCCC3)N=C(N)N2)c1	-3.3
C=CCn1cc(I)c(=O)n(CC=C)c1=O	2.8
C=C(C)CSc1nnc2n(Cc3ccccc3)c(=O)c3c4c(sc3n12)CCC4	0.1
C=CCn1c(SCC(=O)NCc2ccco2)nc2sc3c(c2c1=O)CCCC3	7.9
COc1cc(/C=C2/SC(=S)N(C)C2=O)ccc1OC(=O)c1cccs1	-1.9
CCOc1cc(/C=c2\sc3nc4ccccc4n3c2=O)ccc1OCCOc1ccc(Br)cc1	4.3
O=C(Nc1ccc(Nc2ccccc2)cc1)c1ccccc1	13.8
O=c1ccn(Cc2ccccc2)c(=O)[nH]1	4.6
CN(C)CCN1C(=O)C(=O)/C(=C(/O)c2ccccc2)C1c1ccccc1 (stereo not drawn)	0.6

Next section.
SMILES	ER stress surv
O=c1cc(C(F)(F)C(F)F)oc2c1ccc1ccccc12	2.6
COc1ccc(CCN2C(=O)CC(Cc3ccccc3)C2=O)cc1OC (stereo not drawn)	2.4
O=C(Oc1cc(-c2ccccc2)c2oc(=O)sc2c1)c1ccc([N+](=O)[O-])cc1	13.0
O=C1CSC(c2ccc([N+](=O)[O-])cc2)N1CC12CC3CC(CC(C3)C1)C2 (stereo not drawn)	2.9
O=C(CSCC(=O)Nc1ccccc1)NCC(=O)c1ccccc1	4.1
COc1cc(C(=O)N=Nc2c(O)[nH]c3ccc(Br)cc23)cc(OC)c1OC	7.4
COc1cc(C2C(C(=O)/C=C/c3ccccc3)=C(O)C(=O)N2c2ccccc2)ccc1O (stereo not drawn)	4.8
O=S(=O)(N/N=C/c1cccs1)c1ccc(Cl)cc1	3.4
COc1ccc(/C=C/C(=O)Nc2cccc(C(F)(F)F)c2)cc1Br	9.4
Cc1ccc(OCC(=O)NCc2ccc3c(c2)OCO3)c(Br)c1	0.5
Cc1ccccc1-n1c(C)cc(/C=N/NC(=O)c2ccc(CN3CCOCC3)cc2)c1C	-0.5
CC(=O)Nc1ccc(C(=O)Nc2ccc(Br)cc2)cc1	11.1
CCCCNCCCCOc1ccc(C)cc1	-4.4
O=C(NCCN1CCNCC1)C(=O)Nc1ccc(F)cc1	0.4
Cc1cccc(OCc2nnc(NC(=O)Nc3ccccc3)s2)c1	7.0
COc1ccc(C)cc1NCc1ccc(OC)c(C)c1OC	5.4
O=C(COc1cccc2ccccc12)Nc1ccncc1	-1.5

High-throughput results (PubChem)
